# Screens from PubChem BioAssay.
# Exocytosis inh = lytic granule exocytosis inhibition; TALL-104 LAMP-1 surface exposure, flow cytometry; cells stimulated with thapsigargin and PMA; inhibition, % at 10 µM; hit rate 0.66% among 360,000;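 active = inhibition above about 55%, limit read from the data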
# PDI turbidity = inhibitors of human protein disulfide isomerase. P07237. PDI insulin aggregation turbidity, A650, 90 min. hit rate 0.052% among 350,000. inhibition, % at 10 µM. AID 588391;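 active = mean inhibition across replicates of 30% or more, whatever share of single replicates reach that level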;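 note: absorbance from insulin aggregation driven by PDI reduction with DTT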
# m5-HT2A agonist = activates the mouse 5-HT2A serotonin receptor | hit rate 0.66% among 360,000 | activation, % at 7.6 µM | AID 624169 | P35363 | CHO-K1 mHTR2A beta-arrestin complementation, luminescence; percent of 30 µM serotonin response;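 active = activation above a run cutoff, the mean activation of all tested compounds plus 3 SD, cut at about 14% in these data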;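 note: 0% = plate median of compound wells and 100% = 30 µM serotonin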
# ABCB6 inh MLPCN = blocks the human ABCB6 transporter | fluorescence ratio to DMSO, % at 10 µM | K562-ABCB6 porphyrin accumulation, flow cytometry, 1 h; stronger effect = lower value | Q9NP58 | hit rate 0.19% among 360,000;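 active = fluorescence ratio to DMSO below 75%, the collection mean minus 3 SD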;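 note: signal is porphyrin accumulated inside mitochondria; 100% equals median channel fluorescence of DMSO control wells; lower ratio means ABCB6 inhibition with less porphyrin fluorescence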
# ABHD5-PLIN5 inh = ABHD5-PLIN5 protein interaction inhibition | inhibition, % at 4 µM | hit rate 0.78% among 360,000 | Split G. princeps luciferase complementation, luminescence, 4 h | AID 602281;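 active = inhibition above the mean inhibition across every tested compound plus 3 SD, cut at about 22% in these data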;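 note: 0% = DMSO only wells and the 100% control is not disclosed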
# Target sequence (Q00G26 whole entry, looked up): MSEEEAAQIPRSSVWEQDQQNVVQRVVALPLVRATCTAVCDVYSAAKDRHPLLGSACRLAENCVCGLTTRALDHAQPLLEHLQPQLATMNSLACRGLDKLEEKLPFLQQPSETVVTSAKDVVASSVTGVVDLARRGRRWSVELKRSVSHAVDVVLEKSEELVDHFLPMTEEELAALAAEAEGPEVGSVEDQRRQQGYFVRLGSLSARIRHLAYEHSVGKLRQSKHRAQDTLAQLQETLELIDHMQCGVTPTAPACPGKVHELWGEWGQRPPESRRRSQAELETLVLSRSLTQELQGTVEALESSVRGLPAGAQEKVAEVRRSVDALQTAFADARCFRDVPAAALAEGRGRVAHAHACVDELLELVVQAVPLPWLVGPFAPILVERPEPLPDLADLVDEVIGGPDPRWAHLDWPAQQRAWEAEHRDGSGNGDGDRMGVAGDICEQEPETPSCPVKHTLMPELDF
# Target sequence (Q8WTS1 whole entry, looked up): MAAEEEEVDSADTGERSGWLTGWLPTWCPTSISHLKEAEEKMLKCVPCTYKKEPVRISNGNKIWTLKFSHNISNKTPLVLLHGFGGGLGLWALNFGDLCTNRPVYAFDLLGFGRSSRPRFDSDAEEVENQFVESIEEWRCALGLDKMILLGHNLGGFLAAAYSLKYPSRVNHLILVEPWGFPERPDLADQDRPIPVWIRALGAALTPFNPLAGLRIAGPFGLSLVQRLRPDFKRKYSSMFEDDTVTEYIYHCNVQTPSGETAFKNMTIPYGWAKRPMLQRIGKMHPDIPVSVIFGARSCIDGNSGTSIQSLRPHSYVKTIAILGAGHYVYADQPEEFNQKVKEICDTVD
# MC4R antagonist = human MC4R antagonism in cAMP assay; inhibition, % at 6.5 µM; hit rate 0.48% among 360,000; MC4R-expressing cells, MTII-stimulated cAMP, LANCE TR-FRET; P32245;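 active = inhibition above its plate's cutoff, the mean of tested wells on that plate plus 3 SD, cut at about 29% in these data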;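 note: 0% = Melanotan II alone and 100% = Melanotan II plus saturating MCL0020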
#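 Assay system: U2OS-MC4R stable cell line; Also added: Melanotan II; Technique: Eu-cAMP/anti-cAMP TR-FRET, emission 671 nm; Times: 30-min compound, 1-h challenge, 1-h detection, room temperature.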
# Cardio protect = myocardial damage modulation in H9c2 cells | H9c2 cardiomyocytes, H2O2 injury protection, ATPLite, 2 h | protection from H2O2 cell death, % at 20 µM | hit rate 0.63% among 360,000 | AID 588492;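 active = compounds giving at least 50% protection of heart cells from peroxide-induced death in the single-dose screen, raw or plate-pattern-corrected value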;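 note: 0% = DMSO wells with peroxide and 100% = DMSO wells without peroxide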
# MC4R ag barr = human MC4R agonism via beta-arrestin. P32245. U2OS MC4R beta-arrestin complementation, luminescence; percent of melanotan II response, DMSO zero. activation, % at 8.9 µM. hit rate 0.98% among 360,000;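 active = activation above a per-plate cutoff, the mean activation of sample wells on that plate plus 3 SD, cut at about 8% in these data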
# CaV13 ICDI inh = Disruptors of the CACNA1D IQ motif to Ca2+-dependent inactivation inhibitor domain association, primary screening, Förster resonance energy transfer in intact living …. hit rate 0.098% among 340,000. inhibition, % at 12.3 µM. HEK cells, CFP/YFP FRET ICDI-IQ, plate reader, 10 min; percent FRET-ratio fall versus neutral wells;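 active = mean replicate inhibition of at least 30% and at least 1% of replicates passing that level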;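 note: 0% = median of the neutral control wells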
# Glyco luc inh = N-linked glycosylation inhibition; hit rate 0.23% among 360,000; D54 ERlucT glycosylation luciferase reporter, 24 h; percent of 100 nM tunicamycin response; AID 588692; reporter increase, % at 12.5 µM;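 active = mean luciferase reporter signal, scaled so untreated is 0 and the glycosylation-blocking control 100, at or above a set limit in every replicate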;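 note: luciferase carries N-glycosylation sites so blocking glycosylation raises the light; 0% = median of neutral control wells and 100% = median of 100 nM tunicamycin wells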
# * marks the source's active call; other numbers are inactive results; nt = not tested or not shown.
smiles | Exocytosis inh | PDI turbidity | m5-HT2A agonist | ABCB6 inh MLPCN | ABHD5-PLIN5 inh | MC4R antagonist | Cardio protect | MC4R ag barr | CaV13 ICDI inh | Glyco luc inh
O=S(=O)(c1ccccc1)N1CCN=C1SCc1ccc(Cl)c(Cl)c1 | 5 | 1 | -2 | 85 | -6 | 0 | -13 | -2.5 | -4 | 3
Cc1nc(N2CCOCC2)nc(OC(C)C)c1[N+](=O)[O-] | -4 | -16 | 4 | 97 | 2 | -9 | -4 | -1.9 | -3 | 1
COc1ccc(C(C)=O)cc1CSc1ccc2c(c1)OCCO2 | 2 | -2 | -5 | 98 | -2 | 4 | -4 | 1.1 | -5 | 0
CCCC(=O)Nc1nc2ccc(OCC)cc2s1 | -10 | 9 | -1 | 95 | 0 | -6 | -17 | -0.2 | -5 | -3
CCCCNC(=O)c1ccc2nc(CC)c(N(C)Cc3ccc(OC)cc3)n2c1 | -7 | -12 | -6 | 96 | 6 | 6 | 10 | 3.0 | -7 | -5
CCOc1ccc(C(=O)NC(=S)Nc2cccnc2)cc1 | -1 | -10 | -4 | 95 | -3 | 1 | -4 | -2.3 | nt | 2
O=C1CN(CC(=O)NC(=O)NCc2ccccc2)CCN1 | -6 | -75 | 2 | 101 | 4 | 6 | 4 | -0.2 | -5 | 3
CC1=C(C(=O)N2CCCCCC2)CC(CC(=O)NCCc2ccccn2)C(=O)N1CCCN1CCCC1=O (centres undefined) | 3 | nt | 4 | 98 | 6 | nt | nt | nt | -12 | nt
CCCN1CCC(CCOc2ccccc2)(C(=O)OCC)CC1 | 0 | -3 | 2 | 107 | -9 | 9 | 22 | 3.3 | -5 | -5
COc1ccc(-c2noc(CCC(=O)NCCc3cccc(C)c3)n2)cc1 | -17 | 11 | -5 | 98 | 2 | 29* | -6 | -0.4 | -17 | -1
O=S(=O)(c1cccc2ccccc12)N1CCCCC1 | -4 | 1 | -3 | 97 | -2 | 4 | -6 | -1.5 | -3 | 0
C=CCN1C(=O)C(O)(CC(=O)c2ccco2)c2cc(Br)ccc21 (centres undefined) | 9 | nt | -5 | 101 | 7 | 15 | -3 | -0.3 | -3 | 5
Cc1ccc(-c2noc(C3CCCN(C(=O)c4cccc(Cl)c4)C3)n2)o1 (centres undefined) | 2 | 6 | 10 | 94 | -11 | 5 | -3 | 1.1 | -7 | 0
CCC(=O)Nc1cccc(NC(=O)c2cccnc2)c1 | -1 | -4 | -5 | 96 | 0 | 5 | -4 | -1.9 | -5 | 1
CN(C(=O)c1ccc(NC(=O)Cc2cccc(NC(=O)C3CCCN(C(=O)c4ccccc4)C3)c2)cc1)C1CC1 (centres undefined) | 9 | 7 | -3 | 97 | 1 | -2 | -15 | -1.2 | -5 | 1
CCC(=O)NC(=S)Nc1ccc(-c2nc3ccccc3s2)cc1 | 2 | 2 | 9 | 105 | 1 | 13 | -17 | 1.1 | nt | -2
CC1CC1C(=O)N(C)CC(=O)Nc1cccc(F)c1 (centres undefined) | 2 | 3 | -8 | 96 | 6 | 6 | -2 | -3.7 | -6 | -1
O=C(Nc1ccccc1C(=O)Nc1cccnc1)c1ccccc1 | -1 | -3 | -4 | 99 | 1 | 13 | 6 | -0.7 | -7 | 2
CC(NC(=O)c1ccccc1NC(=O)c1ccccc1)C(=O)N1CCOCC1 (centres undefined) | 1 | 4 | 2 | 94 | -2 | 3 | 1 | -0.7 | -14 | 0
COc1ccc(-c2csc(NC(=O)C3CC(=O)N(Cc4ccco4)C3)n2)cc1 (centres undefined) | -7 | 5 | -3 | 100 | 6 | 4 | -2 | -1.1 | -5 | 1

# More entries.
smiles | Exocytosis inh | PDI turbidity | m5-HT2A agonist | ABCB6 inh MLPCN | ABHD5-PLIN5 inh | MC4R antagonist | Cardio protect | MC4R ag barr | CaV13 ICDI inh | Glyco luc inh
COc1cc(/C=N/NC(=O)CC2(C)OCCCO2)ccc1OCc1ccc(Cl)cc1Cl | -2 | 5 | -7 | 108 | -14 | 4 | 7 | -0.1 | -6 | -4
O=C(C(=O)N1CCOCC1)c1cn(CC(=O)N2CCc3ccccc3C2)c2ccccc12 | -2 | 3 | -1 | 102 | -4 | 7 | 7 | 0.3 | 13 | 2
O=C(O)CCCCCNC(=O)Cn1nnc2ccccc2c1=O | -3 | 1 | 5 | 102 | 8 | -2 | -2 | -1.3 | 6 | 1
O=C(CN1CCN(Cc2ccc3c(c2)OCO3)CC1)Nc1ccc(F)cc1 | 1 | -3 | 0 | 100 | -1 | 11 | 0 | 3.4 | -5 | 4
CCC(CC)c1nnc(NC(=O)C2CC(=O)N(CCc3ccc(OC)c(OC)c3)C2)s1 (centres undefined) | -13 | -1 | -7 | 101 | -7 | 19 | 4 | -2.2 | -6 | 3
CCOC(=O)C(C)Sc1nc2ccccc2c(=O)n1CC (centres undefined) | -11 | -7 | 1 | 91 | -6 | 18 | -2 | -0.3 | -3 | 0
CCOc1cc(CNCCO)cc(Br)c1OCc1ccccc1Cl | 11 | -2 | -7 | 102 | 28* | -3 | -42 | 1.2 | nt | -3
Clc1cc(Br)ccc1NCc1cccnc1 | -9 | 0 | 0 | 97 | 3 | -4 | 4 | -1.6 | -4 | 0
Cc1sc(N/N=C/c2cc([N+](=O)[O-])ccc2O)nc1-c1ccccc1 | 0 | -10 | 1 | 103 | -7 | -1 | 15 | -1.7 | -6 | 2
O=C(NCc1cccnc1)c1ccccc1NS(=O)(=O)c1ccccc1 | -8 | -1 | 0 | 103 | 9 | 6 | 7 | -2.9 | nt | 0
CCOc1ccc(N2C(=O)Nc3ccccc3C2(O)C(=O)NCc2ccc(OC)cc2)cc1 (centres undefined) | -4 | 0 | 5 | 98 | -9 | 14 | 2 | 1.2 | -5 | 0
O=C(Nc1ccc(Br)cc1Cl)c1ccc(OCC2CCCO2)cc1 (centres undefined) | 4 | -19 | -7 | 101 | 7 | 6 | -10 | -0.7 | -5 | 1
CCN(CC)S(=O)(=O)c1cccc(C(=O)NC(Cc2c[nH]c3ccccc23)c2nnc3n2CCCCC3)c1 (centres undefined) | -6 | 4 | 0 | 105 | 6 | -9 | 10 | 0.2 | -3 | -5
O=C(NCCOc1ccccc1F)c1ccc2c(=O)n3c(nc2c1)CCC3 | 5 | 3 | 5 | 93 | -4 | 4 | 17 | -0.7 | -2 | -8
CCN(CC(=O)NCc1cccs1)C(=O)/C=C/c1cc(OC)c(OC)c(OC)c1 | -5 | 2 | 0 | 98 | -2 | 6 | 1 | -2.9 | -6 | 2
CCN1CC(CN(C)Cc2nc(-c3ccc(OC)c4ccccc34)oc2C)CC1=O (centres undefined) | 7 | 0 | -1 | 95 | -2 | 2 | -1 | -3.2 | 1 | -1
NS(=O)(=O)c1cccc(NS(=O)(=O)c2cccc(C(F)(F)F)c2)c1 | -6 | 3 | -6 | 105 | -1 | -3 | 4 | -2.4 | -4 | 1
O=C(O)c1ccc(Cl)c(S(=O)(=O)N(Cc2ccccc2)c2ccccc2Cl)c1 | -6 | -6 | -2 | 103 | -1 | 12 | 7 | 1.6 | -6 | 2
C/C(=C\c1ccco1)C1C(C#N)=C(N)OC2=C1C(=O)CC(C)(C)C2 (centres undefined) | -3 | 5 | 1 | 99 | 5 | 12 | 0 | 1.1 | nt | -1
Cc1cccc(C)c1-n1c(C)cc(/C=C2\NC(=O)NC2=O)c1C | -1 | 3 | -3 | 101 | -3 | 15 | 4 | 1.6 | -7 | -1

# Next records
smiles | Exocytosis inh | PDI turbidity | m5-HT2A agonist | ABCB6 inh MLPCN | ABHD5-PLIN5 inh | MC4R antagonist | Cardio protect | MC4R ag barr | CaV13 ICDI inh | Glyco luc inh
Cc1ccc(S(=O)(=O)CCC(=O)OCC(=O)NC(=O)c2ccccc2)cc1 | -7 | -1 | 6 | 99 | -8 | 20 | 4 | -4.1 | -6 | 0
CCn1nc(C(=O)NCCc2ccc3c(c2)OCCO3)c2ccccc2c1=O | 18 | 8 | 2 | 103 | 7 | -3 | 8 | -0.1 | -6 | 2
Cc1ccccc1C(=O)N1[C@@H](C(C)C)COc2cc(Br)ccc2S1(=O)=O | 6 | 1 | 1 | 96 | -3 | 10 | -18 | -0.4 | -3 | -10
Cc1ccc(CCNC(=O)CCNS(=O)(=O)c2ccc3c(c2)oc(=O)n3C)cc1 | -4 | -9 | -3 | 97 | -5 | 5 | -6 | -0.7 | -4 | -2
CCN(CC)C(=S)NC(=O)Cc1ccccc1 | 2 | -11 | -1 | 96 | -3 | -3 | 5 | -1.1 | -6 | -1
Cc1cc(NC(=O)CSc2ccc(-c3ccc(F)cc3)nn2)no1 | -2 | 2 | 3 | 100 | -3 | -5 | -13 | -4.8 | -4 | 1
Cc1occc1C(=O)Nc1cnn(CCCC(=O)O)c1 | -7 | 2 | -3 | 100 | -7 | 28 | -1 | 0.7 | -5 | 2
CC(C)C1(c2ccsc2)NC(=O)NC1=O (centres undefined) | -3 | -6 | 2 | 89 | 6 | 0 | 4 | -0.1 | -6 | 0
O=C(N/N=C/c1ccccc1O)c1cccc(C(F)(F)F)c1 | 23 | 2 | -10 | 99 | 0 | 7 | 17 | -0.6 | -6 | -6
Cc1oc2c(C)c3oc(=O)c(CCC(=O)N4C[C@H]5C[C@@H](C4)c4cccc(=O)n4C5)c(C)c3cc2c1C | 2 | nt | 1 | 103 | 3 | 3 | -1 | -1.3 | nt | -2
Cc1cc(NC(=O)CSc2nnc(CNc3ccc(F)cc3)n2C2CCCCC2)no1 | -2 | 9 | 1 | 180 | -10 | 5 | -2 | 1.1 | -4 | -1
COc1ccc(S(=O)(=O)NCc2ccc3c(c2)cc(C)n3C)cc1 | 5 | nt | 5 | 110 | 5 | 12 | -2 | -0.8 | -5 | 0
